PAX8 reporter: PAX8 transcriptional activity inhibition; RMG-I TPO-luciferase reporter, SteadyGlo, 24 h; inhibition, % at 12.6 µM; actives 1.2% (n = 360,000);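 active = mean replicate inhibition at least 60% with every replicate also reaching 60%; inconclusive = only one of the two criteria is met; inactive = mean below 60% and not all replicates reaching 60%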;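 also: luciferase light reporting Pax8 driven TPO promoter activity; plate controls were median of neutral control wells for no effect and mitoxantrone controls for full effect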
DENV2 CPE rescue: DENV2-induced cell death inhibition; DENV2-infected cells, cytopathic effect rescue, plate reader; CPE inhibition, % at 9.99 µM; actives 1.7% (n = 350,000); AID 651640; in the data active = CPE inhibition above about 20%, passing the limit was not always enough; inconclusive = no clear call, values can overlap the other calls; tested in BHK-21 cells;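 also: 0% = median of neutral control wells and 100% = median of positive control wells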
EWS-Fli inh: blocks EWS/Fli oncoprotein-driven transcription. A673 NR0B1-luciferase reporter, viability-normalised. actives 0.67% (n = 350,000). inhibition, % at 12.6 µM;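 active = mean inhibition of at least 50% after viability correction, with every replicate also passing that limit; inconclusive = mean reaches 50% but only one of two replicates passes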;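 also: firefly luciferase signal divided by Alamar Blue viability fluorescence both relative to DMSO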
LGR2 antag: blocks bursicon-induced cAMP signaling via Drosophila LGR2; HEK293 LGR2, CRE-luciferase, bursicon-stimulated, 4 h; inhibition, % at 9.99 µM; actives 0.35% (n = 380,000); AID 720647;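 active = drop in luminescence signal, shown as inhibition above about 50% in the replicate tests, limit read from the data, passing the limit was not always enough; inconclusive = probably only some replicates passing the limit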;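 also: agonist challenge used bursicon conditioned medium at about half maximal strength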
SIRT5 block: inhibitors of human sirtuin-5 desuccinylase. Purified SirT5, succinyl-peptide AMC, trypsin-coupled fluorescence. inhibition, % at 15 µM. Q9NXA8. actives 1.1% (n = 330,000). AID 652115; in the data active = inhibition above about 15%; inconclusive = no clear call, values can overlap the other calls
Target sequence (Q9NXA8 whole entry, looked up): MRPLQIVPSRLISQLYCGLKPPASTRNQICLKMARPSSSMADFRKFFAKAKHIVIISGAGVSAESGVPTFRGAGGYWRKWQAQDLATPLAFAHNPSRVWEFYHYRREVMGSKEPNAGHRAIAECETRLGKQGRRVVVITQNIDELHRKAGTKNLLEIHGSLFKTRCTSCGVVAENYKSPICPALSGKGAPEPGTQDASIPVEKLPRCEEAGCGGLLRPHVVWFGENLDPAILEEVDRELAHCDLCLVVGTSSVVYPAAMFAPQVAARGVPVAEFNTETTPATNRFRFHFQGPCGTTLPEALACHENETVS
Casp6 inh: caspase-6 (human) enzyme inhibition. inhibition, % at 12.5 µM. actives 0.53% (n = 350,000). purified caspase-6, Z-VEID-R110 cleavage fluorescence. P55212. AID 686996;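 active = mean inhibition across replicates at least about 35%, with every replicate also reaching that limit, limit read from the data; inconclusive = only one of the two criteria met; inactive = neither criterion met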;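 also: 0% = median of neutral control wells and 100% = no fluorescence left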
Target sequence (P55212 24-179 limits assumed): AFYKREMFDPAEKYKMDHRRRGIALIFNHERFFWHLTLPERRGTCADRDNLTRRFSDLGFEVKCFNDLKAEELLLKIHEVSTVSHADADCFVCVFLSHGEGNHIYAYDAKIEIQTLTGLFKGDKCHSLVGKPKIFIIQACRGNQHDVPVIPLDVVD
Target sequence (P55212 194-293 limits assumed): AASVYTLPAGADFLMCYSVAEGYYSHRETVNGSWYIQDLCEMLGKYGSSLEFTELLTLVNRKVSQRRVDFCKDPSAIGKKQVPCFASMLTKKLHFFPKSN
ARNT TACC3 PPI: ARNT/TACC3 interaction disruption. Q9Y6A5. AlphaScreen His-ARNT PAS-B/GST-TACC3 binding, luminescence; TACC3 fragment carries E629A point mutation. inhibition, % at 9.99 µM. actives 0.66% (n = 390,000);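 active = mean inhibition of replicates at least 50% and at least half of replicates each reaching 50%; inconclusive = half or more replicates reach 50% but mean below 50%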;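 also: 0% = complete ARNT plus TACC3 wells and 100% = ARNT alone without TACC3; many hits fall short of the cut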
An asterisk follows results filed as active; ? = inconclusive; . = not tested or not shown.

compound | ARNT TACC3 PPI | PAX8 reporter | SIRT5 block | LGR2 antag | Casp6 inh | DENV2 CPE rescue | EWS-Fli inh
Cc1noc(C)c1NC(=O)N(C)C[C@H]1Oc2ccc(NC(=O)NC(C)C)cc2C(=O)N([C@@H](C)CO)C[C@@H]1C | -9 | -2 | -1 | -12 | 0 | -5 | 4
CC1CN(C(=O)c2ccc(NS(=O)(=O)c3ccc(F)c(F)c3)cc2)CC(C)O1 (configuration not stated) | . | 10 | -1 | -2 | -54 | 11 | 3
C[C@@H]1CN([C@H](C)CO)C(=O)c2cccc(NC(=O)c3nc4ccccc4s3)c2O[C@@H]1CN(C)Cc1ccc(-c2ccccc2)cc1 | 4 | . | 7 | -6 | -3 | 9 | -6
Cc1c(CCC(=O)NCCCn2ccnc2)c(=O)oc2cc3oc4c(c3cc12)CCCC4 | 32 | . | . | -14 | -2 | 4 | 0
Cc1ccc(NC(=O)COC(=O)CCC2CCCC2)cc1S(=O)(=O)N1CCOCC1 | 0 | . | 4 | -1 | 0 | 5 | -7
O=C(O)CCCn1c(=S)[nH]c2c(sc3ccc([N+](=O)[O-])cc32)c1=O | 0 | 6 | 5 | -6 | 1 | -6 | -8
O=C(C[C@@H]1C=C[C@@H](NS(=O)(=O)c2ccc(F)cc2)[C@@H](CO)O1)NC1CCCCC1 | 0 | -8 | -2 | -11 | -3 | -2 | -7
Cc1ccc(C)c(N(CC(=O)N2CCCCCC2)S(C)(=O)=O)c1 | 4 | 1 | -3 | . | -3 | -7 | -10
COc1cc(/C=N/NS(=O)(=O)c2ccc(C(C)(C)C)cc2)cc([N+](=O)[O-])c1O | 0 | 8 | 3 | 49 | 15 | 12 | 11
C=C(C)Cn1c(C2CC(=O)N(Cc3ccccc3)C2)nc2ccccc21 (configuration not stated) | 4 | 13 | 0 | 6 | 0 | -2 | 9
O=C(/C=C/c1ccccc1)Nc1ccc(S(=O)(=O)N2CCOCC2)cc1 | 7 | 5 | -3 | 15 | 5 | 2 | 9
Cc1ccc([N+](=O)[O-])cc1-c1ccc(/C=N/NC(=O)CN2CCOCC2)o1 | 3 | 18 | 3 | 23 | 1 | -3 | 2
CCn1c(C)nc2cc(C(=O)NNC(=O)c3ccc(C)cc3)ccc21 | 1 | -101 | -2 | -73 | 0 | -3 | -66
CO[C@@H]1CN(C)C(=O)c2cc(NS(C)(=O)=O)ccc2OC[C@H](C)N(Cc2ccccc2)C[C@@H]1C | 3 | 2 | -5 | -16 | 0 | 0 | 5
Cc1ccc(-c2cc(-c3ccccc3[N+](=O)[O-])[nH]n2)c(O)c1 | -4 | . | 2 | -106 | 6 | 1 | -124
CN(CCOc1ccccc1)C(=O)C1CCN(C(=O)c2ccc(Cl)cc2)CC1 | 0 | -28 | -1 | -8 | -2 | 2 | .
CC[C@@H](NC(=O)[C@H](Cc1ccccc1)NC(=O)CC[C@H]1O[C@@H](n2ccc(=O)[nH]c2=O)[C@H](O)[C@@H]1O)c1ccccc1 | . | -28 | -1 | 11 | 1 | 1 | 4
Cc1ccc(S(=O)(=O)N2CCOCC2)cc1NC(=O)COC(=O)COc1ccc(C#N)cc1 | . | 4 | -1 | -8 | -2 | -1 | -4
Clc1cccc(CN2CCSCC2)c1 | -17 | 6 | -1 | 3 | 17 | 2 | -2
Cc1cc(NC(=O)/C(C#N)=C/c2ccc(-c3ccc(SC(F)F)cc3)o2)n(-c2ccccc2)n1 | . | -10 | -6 | 15 | -1 | . | 21
CCCN1[C@@H]2c3ccc(C4=CCCC4)c(=O)n3C[C@@H]2[C@@H](CO)[C@@H]1C(=O)NCC | -6 | . | 18* | 5 | 1 | -6 | 5
CN(Cc1ccccc1)S(=O)(=O)CCNC(=O)c1ccc2c(c1)OCO2 | -4 | 9 | 0 | 0 | 5 | 0 | 7
O=C(NCC(=O)N1CCN(Cc2ccccc2)CC1)c1cccs1 | -6 | -125 | -3 | -35 | 0 | 8 | -53
CCN(CC(=O)NCc1cccs1)C(=O)c1cc(Br)ccc1O | 4 | -6 | -4 | -5 | 4 | -4 | -3
CS(=O)(=O)NNC(=O)c1csc(Cc2c(Cl)sc3ccc(Cl)cc23)n1 | -4 | 15 | . | -4 | -1 | 1 | 9
O=C1CCN(Cc2ccc([N+](=O)[O-])cc2)CCN1[C@H](CO)Cc1ccccc1 | -7 | 5 | . | -8 | -1 | -2 | 9
CCC1(c2ccc(F)cc2)NC(=O)N(CC(=O)Nc2cc(C)on2)C1=O (configuration not stated) | 2 | -6 | 1 | 3 | -4 | -3 | 1
CC[C@]12c3[nH]c4cc(-c5ccco5)ccc4c3CCN1C(=O)[C@@H](CC(=O)NCCCN(C)C)C[C@@H]2C(=O)N1CCN(C(=O)C2CC2)CC1 | 1 | 11 | -2 | 9 | -110 | -2 | -1
O=C(CCNC(=O)C1CCN(S(=O)(=O)c2ccccc2)CC1)NCc1ccc(Cl)c(Cl)c1 | 0 | -5 | 1 | 2 | 2 | 0 | 12
O=c1ccn(C2CCCCC2)c(=O)[nH]1 | . | . | -1 | 7 | -1 | -7 | -4
O=C(C1CCCC1)N1C[C@@H]2[C@H](c3ccccc31)[C@H](CO)N2C(=O)c1cccnc1 | -5 | -22 | 8 | 37 | -2 | -9 | 0
COc1cc2cc(C)c(Br)c(OC)c2cc1OC | -2 | -13 | 2 | ? | 1 | -3 | 8
Cc1cccc(S(=O)(=O)N2CC[C@@H]3[C@@H](CO)Nc4ccc(C#Cc5ccccc5F)cc4[C@@H]32)c1 | -5 | 10 | -1 | 10 | 2 | -9 | -7
O=C(c1nc2ccccn2c1CNCCOc1cccnc1)N1CCOCC1 | -1 | 9 | -3 | 1 | 0 | 4 | 3
N#Cc1nc(COc2ccccc2)oc1N1CCCCCC1 | 22 | -24 | 0 | -45 | 1 | 3 | -14
CN1C(=O)c2cc(NC(=O)Nc3cccc(Cl)c3)ccc2OC[C@@H]2O[C@H](CC(=O)NCCc3ccncc3)CC[C@H]21 | -5 | -3 | 2 | -1 | 1 | 15 | -8
CO[C@@H](CN(C)S(=O)(=O)c1ccc(C)cc1)[C@@H](C)CN(C(=O)Nc1ccccc1F)[C@H](C)CO | -2 | . | 4 | -6 | -1 | -1 | -9
C[C@@H]1CN([C@@H](C)CO)C(=O)c2cc(NS(=O)(=O)c3ccccc3)ccc2O[C@@H](C)CCCCO[C@@H]1CN(C)Cc1ccc2c(c1)OCO2 | -3 | -2 | 13 | -5 | 2 | -2 | 0
C[C@H](CO)N1C[C@H](C)[C@@H](CN(C)C(=O)Nc2ccccc2)Oc2ncc(-c3cccnc3)cc2C1=O | -4 | 1 | -6 | -13 | -2 | -5 | -2
COCC(C)n1c(C)cc(C(=O)COC(=O)c2cc(=O)[nH]c3ccccc23)c1C (configuration not stated) | 1 | -14 | -1 | 3 | 1 | 1 | 41
CCC(=O)N1[C@@H]2Cn3c(ccc(C4=CCCCC4)c3=O)[C@H]1[C@@H](C(=O)N[C@H](C)c1ccccc1)[C@@H]2CO | 5 | . | -7 | 6 | -2 | -1 | -4
COc1ccc(NC(=O)N(C)C[C@H]2Oc3cc(C#CCN(C)C)ccc3S(=O)(=O)N([C@@H](C)CO)C[C@@H]2C)cc1 | -3 | . | -1 | -4 | -1 | -4 | -6
CCOC(=O)CSc1nc2cccnc2n1C | -7 | -6 | -3 | -9 | -1 | 2 | -3
COc1ccc(NC(=O)CSc2ncn(-c3ccccc3)n2)cc1Cl | 1 | . | 0 | -7 | 0 | . | .
COc1ccc(CCCc2nc3ccccc3[nH]2)cc1 | -6 | 5 | 0 | -19 | 1 | 2 | -13
CCc1ccc([C@@H]2CC=C(C(=O)O)[C@H](c3ccccc3F)N2S(=O)(=O)c2ccc(C)cc2)cc1 | -4 | -11 | . | -10 | 4 | -8 | -4
CCC(C)N1CC(O)=C(c2nc3ccccc3[nH]2)C1=N (configuration not stated) | 3 | . | -3 | -10 | 8 | -6 | -65
COc1cccc(CNC(=O)c2cc3c(c(-c4cccc(-c5ccncc5)c4)n2)[C@H](CCO)N([S@@](=O)C(C)(C)C)C3)c1 | 14 | 28 | 7 | 13 | -6 | -6 | 20
C[C@@H]1CN([C@H](C)CO)C(=O)c2cc(NS(=O)(=O)c3ccc(F)cc3)ccc2O[C@@H]1CN(C)Cc1ccncc1 | -7 | 8 | -1 | -13 | 1 | -5 | 4
CC(C)Oc1ccc(F)cc1-c1cc(C(=O)NCc2ccc(C(F)(F)F)cc2)[nH]n1 | . | -2 | -2 | 8 | -6 | 18 | 3

Next entries follow:
compound | ARNT TACC3 PPI | PAX8 reporter | SIRT5 block | LGR2 antag | Casp6 inh | DENV2 CPE rescue | EWS-Fli inh
Cc1cccc(NC(=S)N2CCCN(c3ncccc3[N+](=O)[O-])CC2)c1 | 21 | 2 | 0 | 1 | 1 | -2 | 13
NS(=O)(=O)c1ccc(NC2=CC(c3ccc([N+](=O)[O-])cc3)N(c3ccc(S(N)(=O)=O)cc3)C2=O)cc1 (configuration not stated) | 1 | -3 | -1 | 2 | -1 | . | -2
COc1cc(NC(=O)N2c3ccccc3Sc3ccccc32)c(C(=O)O)cc1OC | 25 | -7 | -1 | 16 | 3 | -5 | -2
COc1ccccc1CNC(=O)COC(=O)Cn1cnc2c1c(=O)n(C)c(=O)n2C | . | -4 | 0 | 13 | -2 | 6 | -5
CN(C)C(=O)c1ccc(-c2ccc(C3[C@H]4CNC[C@@H]3N4Cc3ccccn3)cc2)cc1 (some centres not stated) | . | -14 | . | 3 | . | -3 | -12
N#C[C@@H]1[C@H](c2ccccc2-c2ccc(F)cc2)[C@H](CO)N1C(=O)Cc1cccnc1 | . | . | 5 | -3 | 0 | 0 | -8
C[C@@H]1CN([C@@H](C)CO)C(=O)c2cccc(NC(=O)Nc3ccc(C(F)(F)F)cc3)c2O[C@H]1CN(C)Cc1ccc2c(c1)OCO2 | 8 | . | 0 | . | 0 | 12 | 18
CC(C)(C)OC(=O)C[C@@H]1C/C=C\C[C@H](CC(=O)N(CCO)Cc2ccccc2)C(=O)N[C@@H](Cc2ccccc2)COC1=O | -2 | 1 | -1 | 6 | -4 | -1 | 0
Cc1nc(NC(=O)c2ccncc2)sc1C(=O)N(C)C | -1 | 2 | 1 | -11 | -3 | 14 | .
COc1cc(C(=O)NC(C)c2ccc(-n3ccnc3)cc2)cc(OC)c1C (configuration not stated) | 1 | 17 | -3 | -3 | 3 | 6 | 3
CSc1n[nH]c(=S)n1N | -1 | -7 | -4 | 0 | -1 | -4 | 3
C[C@H]1CN([C@@H](C)CO)C(=O)c2cc(C#Cc3cccnc3)cnc2O[C@@H]1CN(C)S(C)(=O)=O | -3 | . | -5 | -18 | 1 | -1 | -8
CC(=O)N1N=C(c2cccs2)CC1c1cccc([N+](=O)[O-])c1 (configuration not stated) | -12 | 15 | -3 | -2 | . | -3 | 4
COc1ccccc1CN1CCNC(=O)C1CC(=O)NCCCN1CCCC1=O (configuration not stated) | 5 | 2 | -1 | 0 | 2 | 4 | 7
O=[N+]([O-])c1cccc(-n2cccc2/C=N/Nc2nc(N3CCCCC3)nc(N3CCCCC3)n2)c1 | -1 | -3 | 8 | . | -1 | 0 | 13
Oc1ccc(-c2nc3ccccc3nc2-c2ccccc2)cc1 | 1 | -26 | 1 | 1 | -3 | ? | 10
COc1ccc(CN2CCNC(=O)C2CC(=O)NCCSc2nccn2C)c(OC)c1 (configuration not stated) | 3 | 5 | -2 | 1 | 4 | -1 | -1
Cc1nc2ccc(NC(=O)c3ccc4ccccc4n3)cc2s1 | 1 | -100 | -8 | -9 | 14 | . | -86

From PubChem BioAssay

Compounds were not picked by outcome; any-hit rate near 4.9%.
